From PubChem BioAssay
MKP-1 inh = inhibitors of human MKP-1 phosphatase; inhibition, %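 (compounds tested at a single concentration somewhere between 10 and 100 µM)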; 65,000 tested, 0.15% active; recombinant MKP-1, OMFP hydrolysis fluorescence; P28562;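 active = inhibition above about 50%, limit read from the data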;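 note: 0% = DMSO max control wells and 100% = wells with enzyme stopped by NaOH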
Target sequence (P28562 whole entry, looked up): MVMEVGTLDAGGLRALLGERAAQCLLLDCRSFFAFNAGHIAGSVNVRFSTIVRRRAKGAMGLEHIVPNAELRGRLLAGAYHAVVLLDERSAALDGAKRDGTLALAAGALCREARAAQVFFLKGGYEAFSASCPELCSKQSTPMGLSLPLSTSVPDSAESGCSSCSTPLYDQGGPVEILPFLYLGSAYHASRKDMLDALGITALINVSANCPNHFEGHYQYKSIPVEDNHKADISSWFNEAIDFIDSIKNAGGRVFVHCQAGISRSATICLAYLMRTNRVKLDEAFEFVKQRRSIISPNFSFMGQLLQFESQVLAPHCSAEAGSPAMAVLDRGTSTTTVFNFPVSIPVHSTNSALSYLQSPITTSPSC
A340 absorber = compounds absorbing at 340 nm | compound absorbance at 340 nm, fold over control | AID 708 | 65,000 tested, under 10 active | fold change at 10 µM;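 active = at 10 µM dose, initial 340 nm absorbance at least 2 fold that of control wells; inactive = change under 2 fold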;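 note: initial absorbance extrapolated from kinetic A340 decline of NADH oxidation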
FXIIa mix inh = blocks human factor XIIa in pooled compound mixtures; AID 684; 62,000 tested, 0.2% active; purified FXIIa, fluorogenic substrate; P00748; inhibition, % at 5 µM;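 note: 0% = enzyme without compound and 100% = no enzyme blank; some results filed as inactive read as strong as hits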
Cdc25B block = inhibitors of human Cdc25B phosphatase | recombinant Cdc25B, OMFP fluorescence Ex485/Em525 | inhibition, %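 (compounds tested at 10 µM final in the well)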 | P30305 | 65,000 tested, 0.1% active; in the data active = inhibition above about 50%
JNK3 blocker = inhibitors of human JNK3 kinase; P53779; purified JNK3 kinase activity, HTS; inhibition, % at 8 µM; 60,000 tested, 0.61% active; in the data active = inhibition above about 17%;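 note: 0% = DMSO and 100% = reference inhibitor; many of its hits are not listed in these tables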
FXIa mix inh = factor XIa (human) inhibition, mixture screen | P03951 | purified FXIa, fluorogenic substrate, pooled mixtures | inhibition, % at 5 µM | 62,000 tested, 0.19% active | AID 680;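 note: each value is inhibition by a whole ten-compound pool holding the compound; 0% = enzyme with no mixture and 100% = wells lacking enzyme; strong numbers were not always called active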
Target sequence (P03951 19-387 limits assumed): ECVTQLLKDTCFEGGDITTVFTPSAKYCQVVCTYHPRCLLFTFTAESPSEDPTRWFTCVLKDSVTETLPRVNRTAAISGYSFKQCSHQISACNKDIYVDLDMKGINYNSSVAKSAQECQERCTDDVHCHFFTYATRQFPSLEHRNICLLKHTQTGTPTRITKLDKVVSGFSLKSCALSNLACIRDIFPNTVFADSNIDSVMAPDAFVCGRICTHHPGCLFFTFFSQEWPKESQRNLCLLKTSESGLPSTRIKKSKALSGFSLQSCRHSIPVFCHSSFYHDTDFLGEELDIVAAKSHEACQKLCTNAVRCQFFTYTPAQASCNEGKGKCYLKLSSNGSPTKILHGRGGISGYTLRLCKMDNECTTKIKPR
Target sequence (P03951 388-625 limits assumed): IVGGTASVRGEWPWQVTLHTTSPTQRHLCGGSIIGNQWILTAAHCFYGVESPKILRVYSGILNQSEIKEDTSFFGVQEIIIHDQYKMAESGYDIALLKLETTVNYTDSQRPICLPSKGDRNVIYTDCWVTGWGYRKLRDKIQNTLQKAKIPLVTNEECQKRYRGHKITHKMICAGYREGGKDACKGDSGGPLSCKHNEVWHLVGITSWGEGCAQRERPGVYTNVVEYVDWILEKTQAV
MMP-13 inhibitor = MMP13 (human) collagenase inhibition; P45452; MMP-13 fTHP FRET cleavage, Mca fluorescence; inhibition, % at 4 µM; 65,000 tested, 0.07% active;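 active = inhibition above the mean of compound-free control plate wells plus 3 SD, cut at about 14% in these data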;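 note: 0% = DMSO wells and 100% = wells with reference MMP-13 inhibitor after basal subtraction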
Hsp90 inh = displaces geldanamycin probe from tumor Hsp90; 64,000 tested, 0.35% active; P07900; inhibition, % at 30 µM; NCI-N417 lysate Hsp90, Cy3B-geldanamycin FP displacement;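 active = inhibition above 50%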;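 note: 0% = tracer plus lysate wells and 100% = tracer alone without lysate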
AP complement = orthogonal test for alternative complement pathway inhibitors | Human serum alternative complement pathway, LPS-coated ELISA, C3 deposition; tested in compound mixtures | 62,000 tested, 0.08% active | inhibition, % at 5 µM;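 active = inhibition above 30% in each of the two pooled mixtures holding the compound, so the lower value exceeds 30%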;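 note: 0% = serum in Mg-EGTA without compound and 100% = EDTA serum blank; some compounds past the cut are filed as inactive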
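Assay system: human serum alternative complement pathway, C3 deposition on LPS-coated wells; Dosing: 5 µM per compound in ten-compound mixtures; Detection: Anti-C3 ELISA, OD 450 nm; Buffer or medium: Mg2+-EGTA GVB++ buffer containing human serum at 1:15 dilution; Timing: 1 h at 37 °C; Replication: two different pools per compound.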
* hit, by the source's call; x = no result given; [ ] = dose if it differs, or a comment. Cut-off read from the data, not from the text of the source, unless noted: active = inhibition above about 20% (passing the limit was not always enough); inactive = the rest. Outcome played no part in choosing rows. About 1.5% of those tested had a hit in this group.

SMILES	MKP-1 inh	A340 absorber	FXIIa mix inh	Cdc25B block	JNK3 blocker	FXIa mix inh	MMP-13 inhibitor	Hsp90 inh	AP complement
CN1CCN(C2=C(Cl)C(=O)N(CCc3ccccc3)C2=O)CC1	-9	1	4	2	x	1	5	1	11
COC(=O)c1nc2n(n1)C(c1ccc(OC)c(OC)c1)C(C(=O)OC1CCCCC1)=C(C)N2 (stereo not given)	13	0.99	5	-8	x	15	-2	-9	0
COc1cccc(-n2nnc3c(=O)n(Cc4ccc(Br)cc4)cnc32)c1	36	1.1	6	-3	x	1	2	-4	7
O=C(Cn1c(=O)n(CCCC(=O)NC2CCCC2)c(=O)c2ccccc21)NCCC1=CCCCC1	29	1.1	14	-2	4	7	-1	-1	-3
CCOCCCNC(=O)CC1Oc2ccc(C)cc2NC1=O (stereo not given)	-12	1	7	-11	-2	4	8	-1	1
Cc1ccnc(NC(=O)CCCOc2cc(=O)n(C)c3ccccc23)c1	4	1	-2	-4	27*	-1	0	-1	-5
Cc1n[nH]c(C)c1S(=O)(=O)Nc1ccc2c(c1)OCCO2	-8	1	-6	-15	0	-23	1	18	15
CSc1nnc(C)c(=O)[nH]1	-15	1	x	3	-3	x	2	-5	x
Cc1cc(NC(=O)CCC2COc3ccccc3O2)no1 (stereo not given)	7	1	-26	-6	-4	-4	0	-6	5
CCOC(=O)C1=C(CSc2n[nH]c(N)n2)NC(=O)NC1C (stereo not given)	9	1	-2	2	5	-11	0	-2	-7
CC(C)(O)C#Cc1ccc(C(=O)N2CCN(C(=O)c3ccco3)CC2)cc1	6	0.97	5	1	2	8	-1	-1	7
Cc1occc1-c1nnc(SCC(=O)NCCc2ccccc2)n1C(C)c1ccccc1 (stereo not given)	7	0.99	-10	-8	2	-4	2	2	2
O=C(NCc1ccccc1)N(Cc1nc2ccccc2c(=O)[nH]1)C1CCCC1	15	1	9	-5	6	4	-22	1	-20
CC(C)(C)c1nnc2sc(SCCN3C(=O)c4ccccc4C3=O)nn2c1=O	0	1.1	3	-10	-2	2	-2	2	-10
CCCCCNC(CC(=O)Nc1ccc(OC)cc1)C(=O)O (stereo not given)	10	0.98	4	-4	0	5	-6	-1	13
CCOC(=O)c1cccnc1SCC(=O)NC(C)CC (stereo not given)	4	0.99	1	2	5	0	-3	2	3
Cc1ccc(S(=O)(=O)Nc2nonc2C)cc1	7	1	-6	-7	1	4	5	-2	9
COC(=O)C(O)(CC(=O)Nc1cccc(SC)c1)C(F)(F)F (stereo not given)	-2	1	2	-5	-4	1	4	-3	0
CCS(=O)(=O)N1CCCC(C(=O)N2CCc3ccccc3C2)C1 (stereo not given)	7	1	7	14	3	8	2	-2	22
O=C1CC(c2ccco2)CC2=C1C1c3ccccc3C(=O)N1c1ccccc1N2 (stereo not given)	40	1.1	9	2	8	6	7	-4	14
O=C(NCCCN1CCOCC1)[C@@H]1CSC2c3ccccc3C(=O)N21 (stereo not given in full)	20	0.98	6	2	-5	6	0	-3	6
O=C(NCC(c1cccnc1)N1CCOCC1)c1ccc2c(c1)OCO2 (stereo not given)	-13	1.1	-47	-12	x	-9	10	-2	2
O=C1CC(c2ccccc2)Cc2nc(NCc3ccco3)ncc21 (stereo not given)	5	1	14	-2	3	-2	1	-1	3
CCN1CCN(C(c2cccs2)C(C)NC(=O)c2ccccc2)CC1 (stereo not given)	-14	0.99	1	-1	-8	12	7	-2	5
O=C(NCCCn1ccnc1)C1c2ccccc2Oc2ccccc21	-3	1	2	1	-6	4	-4	1	7
Cc1cc(=O)[nH]c(/N=C(\N)Nc2cccc3ccccc23)n1	13	1	5	-4	-1	5	-3	0	-7
O=C(c1cc2cc(Cl)ccc2oc1=O)N1CCOCC1	6	1	12	-11	-5	-3	1	-1	-5
CCOc1ccc2nc(NC(=O)C3CCN(c4cnccn4)CC3)sc2c1	-19	1	-3	2	5	9	-84[fluorescence artefact?]	17	-1
CCCn1c(N2CCC(Cc3ccccc3)CC2)nc2c1c(=O)[nH]c(=O)n2C	3	0.98	4	-7	-1	6	1	-1	6
CCOc1ccccc1NC(=O)CCc1ccc(C)o1	2	1	3	-4	4	-5	7	0	10
CCN(CC)Cc1csc(C(N)=O)c1	9	1	15	-6	2	3	2	-3	8
Cc1ccc(Cn2c(SCCN3CCCCC3)nc3c2c(=O)n(C)c(=O)n3C)cc1	-32	0.99	9	-5	-2	1	-3	-2	2
COC(=O)Nc1ccc(S(=O)(=O)N2c3ccccc3CCC2C)cc1 (stereo not given)	24	1	2	-1	-10	9	1	0	11
CCOC(=O)c1c(C2COc3ccccc3O2)csc1NC(=O)c1ccco1 (stereo not given)	-7	1.1	-3	-1	2	2	0	0	-2
CC(C)COc1ccc(C(=O)N(Cc2ccco2)C2CCS(=O)(=O)C2)cc1 (stereo not given)	2	0.99	1	4	2	7	0	-2	5
Brc1cccc(-c2nnc3sc(CNC4CCCC4)cn23)c1	4	1	3	-57	-2	1	-1	-3	0
Cc1cc(-c2nnc3n2N=C(c2ccc(-c4ccccc4)cc2)CS3)n[nH]1	42	1.1	6	7	5	6	-1	2	15
Cc1ccc(C2CC(c3ccco3)n3nc(N)nc3N2)cc1 (stereo not given)	0	1	-4	-9	1	4	-4	0	20
COc1ccc(CNC(=O)c2c(O)c3cccc4c3n(c2=O)CCC4)cc1OC	7	1	5	5	-1	-3	3	-1	7
COc1cc(OC)cc(C(=O)OCc2cc3ccccc3[nH]c2=O)c1	2	1	8	12	-6	4	2	-5	4
Cc1c(-c2cccs2)[n+](=O)c2c(n1[O-])CCCC2	-23	1	x	19	-6	x	-11	0	x
COCCSc1ccccc1C(=O)Nc1nncs1	-4	1	-20	-12	0	0	3	3	-12
CCOC(=O)c1c(-c2cccs2)csc1NC(=O)CCCC(=O)O	4	1	8	9	2	10	2	2	-2
Nc1ncn(C(=O)c2ccco2)n1	-5	1	6	-16	6	7	0	3	26
Cc1cc(C)n(-c2nc3ccccc3nc2N2CCOCC2)n1	3	1.1	0	-2	2	5	5	-4	20
COc1cc(C2c3c(oc4cc(C)c(C)cc4c3=O)C(=O)N2c2cc(C)ccn2)ccc1O (stereo not given)	38	1.1	-5	4	8	-1	0	1	-4
COc1ccc(CN(CCCN2CCOCC2)C(=O)Nc2ccccc2)cc1OC	-13	1	7	9	-8	0	2	1	21
COc1ccc(C(=O)c2oc3ccc(OC)cc3c2N)cc1	7	1.1	5	-6	11	9	4	0	19
COCC(=O)N(Cc1cc2ccccc2[nH]c1=O)c1ccccc1OC	-1	1	6	1	3	0	-2	-2	-16
C/C(N)=C(/C#N)C(=O)CSc1nc2cc(Cl)ccc2s1	26	1	-16	-6	5	7	4	-13	5
COC(=O)c1ccccc1NC(=O)C(CCS(C)(=O)=O)NC(C)=O (stereo not given)	21	1	5	-1	-5	8	-4	2	9
CCCSC1=C(C#N)C(c2ccc(O)c(OC)c2)CC(=O)N1 (stereo not given)	-5	1	-25	4	2	-2	4	-1	22
CCn1c(SC(C)C)nnc1-c1c[nH]c2ccccc12	18	1	6	-2	-3	9	0	-1	30
O=C(Nc1cccnc1)C(Cc1ccccc1)n1cccc1 (stereo not given)	7	1	-3	-2	-6	-1	-6	-4	-3
COc1ccc(-n2c3c(cc(C(=O)Nc4ccc5c(c4)C(=O)NC5=O)c2=O)C(=O)CCC3)cc1	9	1.1	0	-2	2	4	-1	-4	2
CCS(=O)(=O)N1CCN(C(=O)CCC2CCCC2)CC1	2	1.1	10	-3	9	7	5	-3	6
CCOC(=O)NC(=O)CSc1nnnn1-c1ccccc1	7	1	7	-3	1	-1	7	-7	-9
O=C(COc1ccccc1)NCCn1ccc2ccccc21	8	1	x	-17	-10	x	1	0	x
CCN(CC)C(=O)CSC1=C(C#N)C(c2cccs2)C=C(C)N1 (stereo not given)	-19	1.1	x	-21	4	x	-4	-3	x
COc1ccc(CCNC(=O)C2CCN(Cc3nc(-c4ccccc4F)oc3C)CC2)cc1OC	30	1.1	-2	-16	0	5	-4	-6	12

The list goes on:
SMILES	MKP-1 inh	A340 absorber	FXIIa mix inh	Cdc25B block	JNK3 blocker	FXIa mix inh	MMP-13 inhibitor	Hsp90 inh	AP complement
O=C(NCc1cccs1)C1CCN(S(=O)(=O)N2CCCC2)CC1	-5	1	1	-12	4	-5	-1	0	13
Cc1cc(Cl)ccc1OCCCC(=O)N1CCOCC1	-1	1	-1	-3	-5	3	7	-3	-5
c1ccc(-c2cnc(CSc3nnc4ccccn34)o2)cc1	-1	1	1	-15	5	30	-2	-6	16
Cc1c(C(=O)Nc2ccc(Cl)cn2)oc2ccccc12	7	1	2	-11	-1	5	3	1	-5
Cc1ccc(-c2nc(C(=O)NC3CCCCCC3)no2)cc1	13	1	0	1	-2	5	8	-2	4
O=C(NC1CCCC1)c1cccc(S(=O)(=O)N2CCCCC2)c1	6	1	2	-14	-5	5	5	-7	10
O=C(CSc1ncnc2c1oc1ccccc12)Nc1ccccc1F	2	1	6	1	-1	5	-1	-4	12
COc1cccc(C(=O)N2CCN(CCCc3ccccc3)CC2)c1OC	-27	1.1	3	-4	-2	12	4	3	4
CCOC(=O)COC(=O)c1ccc(O)cc1	5	0.97	9	-4	x	-4	3	x	4
Cc1nc(Nc2ccc3c(c2)OCCO3)c2oc3ccccc3c2n1	x	x	1	x	x	5	-6	x	-9
CCC(c1nnnn1C(C)(C)C)N1CCN(C2CCCC2)CC1 (stereo not given)	28	0.98	28	-9	0	6	2	2	13
Cc1cccc(-c2nnc(-c3ccccc3)o2)c1	-3	1	12	-13	-3	2	1	-1	10
COC(=O)CSc1nnc2n(C3CCCCC3)c(=O)c3c4c(sc3n12)CCCC4	11	1.1	-17	-19	x	9	x	x	15
Cc1c(Cl)cccc1Nc1nc(N)nc(CSCCO)n1	4	1	5	-5	-8	8	3	1	18
O=C(c1cnn2c(C(F)F)cc(-c3ccccc3)nc12)N1CCOCC1	8	1.1	25	-4	-4	-3	-13	-2	1
O=c1nc(-c2ccccc2)c2ccccc2[nH]1	-23	1.1	7	-4	-1	7	-7	1	9
CCOc1ccc(Nc2nc(NCCN3CCOCC3)nc(OC)n2)cc1	-6	0.99	25	-9	x	4	-262	-5	9
O=C1N2CCSC2=NC1(NS(=O)(=O)c1ccccc1)C(F)(F)F (stereo not given)	-1	1	8	32	6	7	-1	-1	11
Cc1ccc(CN2CC34C=CC(O3)C(C(=O)NCc3ccco3)C4C2=O)cc1 (stereo not given)	30	1.1	9	-9	x	1	1	x	8
COc1cc(C(=O)N2CCCC(c3nc(-c4cccs4)no3)C2)cc(OC)c1OC (stereo not given)	5	1	20	-3	-2	6	-4	-2	9
Cc1noc(C)c1CSc1nnc2c(C)cc3ccccc3n12	3	1	-1	-4	-5	11	-1	-2	2

6 entries drawn at random from the list so far, as already listed:
SMILES	MKP-1 inh	A340 absorber	FXIIa mix inh	Cdc25B block	JNK3 blocker	FXIa mix inh	MMP-13 inhibitor	Hsp90 inh	AP complement
Cc1noc(C)c1CSc1nnc2c(C)cc3ccccc3n12	3	1	-1	-4	-5	11	-1	-2	2
Cc1c(C(=O)Nc2ccc(Cl)cn2)oc2ccccc12	7	1	2	-11	-1	5	3	1	-5
Cc1cccc(-c2nnc(-c3ccccc3)o2)c1	-3	1	12	-13	-3	2	1	-1	10
c1ccc(-c2cnc(CSc3nnc4ccccn34)o2)cc1	-1	1	1	-15	5	30	-2	-6	16
Cc1ccc(-c2nc(C(=O)NC3CCCCCC3)no2)cc1	13	1	0	1	-2	5	8	-2	4
COc1cccc(C(=O)N2CCN(CCCc3ccccc3)CC2)c1OC	-27	1.1	3	-4	-2	12	4	3	4
